SENP1 inh – human SENP1 catalytic domain inhibitors, primary screen, biochemical, FRET, uHTS; recombinant SENP1 catalytic domain, CyPet-SUMO1-YPet FRET cleavage; inhibition, % at 10 µM; 360,000 compounds, 0.21% hits;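 active means inhibition at least 30% at 10 µM, raw YFP signal under a set limit, fluorescence ratio 0.5 to 1.5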;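 further: 0% = enzyme with DMSO and 100% = no enzyme wells; some results filed as inactive read as strong as hits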
Target sequence (Q9P0U3 419-644 limits assumed): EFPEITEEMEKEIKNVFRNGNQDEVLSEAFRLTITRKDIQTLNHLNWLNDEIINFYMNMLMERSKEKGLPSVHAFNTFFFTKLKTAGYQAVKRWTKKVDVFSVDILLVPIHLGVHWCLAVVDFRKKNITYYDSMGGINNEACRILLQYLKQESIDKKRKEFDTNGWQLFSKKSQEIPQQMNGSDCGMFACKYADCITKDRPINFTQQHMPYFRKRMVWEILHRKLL
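Test system: hSENP1 catalytic domain, recombinant; Amount: 20 pM final SENP1 enzyme; Medium: Tris pH 8 buffer plus EDTA, NaCl, BME, BSA, NP40, catalase; Schedule: 50 min enzyme reaction, room temperature, light-protected; Technique: FRET fluorescence in CFP and YFP emission channels; Controls: no-enzyme wells low, DMSO-plus-enzyme wells high control.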
SENP8 inh – human SENP8 protease inhibitors, primary screen, biochemical, fluorescence, Nedd8 protein substrate, uHTS; inhibition, % at 20 µM; Sentrin-specific protease 8 (Homo sapiens), Q96LD8; AID 602440, 2012; 360,000 compounds, 0.64% hits; recombinant SENP8; in the data active means inhibition mostly above about 40%, no sharp cut-off; inactive means mostly below about 27%
Target sequence (Q96LD8 whole entry, looked up): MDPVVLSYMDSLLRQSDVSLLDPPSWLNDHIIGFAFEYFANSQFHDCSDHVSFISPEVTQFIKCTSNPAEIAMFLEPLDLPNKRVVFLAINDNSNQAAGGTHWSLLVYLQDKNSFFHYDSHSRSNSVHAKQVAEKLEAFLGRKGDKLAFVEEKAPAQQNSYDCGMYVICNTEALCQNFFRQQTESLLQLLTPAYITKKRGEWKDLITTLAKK
* = called active by the depositor; i = inactive.

Structure	SENP1 inh	SENP8 inh
CCCCNC(=O)C1C(c2ccc(C(F)(F)F)cc2)=Nc2ccccc2N1C(=O)C1CCN(C(C)=O)CC1 (stereo not drawn)	3	-214
CCNC(=O)C1CCCN(C(=O)c2ccccc2F)CC1 (stereo not drawn)	2	14
CC(=O)OCC(C)n1c(=O)c2ccccc2n1C(C)=O (stereo not drawn)	1	-28
CC(C)N(C)c1ncnc2c1ncn2[C@H]1CN(Cc2ccc(-c3ccccc3)cc2)C[C@@H](CO)O1	-1	12
Cc1cc(C)cc(C(O)c2ncc(-c3ccc(F)cc3)[nH]2)c1 (stereo not drawn)	1	4
COc1ccc(Cl)cc1Cn1c(C)c(C(=O)NCc2cccc([N+](=O)[O-])c2)sc1=O	-3	3
CCOC(=O)N(C)c1c(CC)nc2c(OCc3ccc(S(C)(=O)=O)cc3)cccn12	-4	4
N#Cc1cccc(C(=O)C(=O)N2CCC(Cc3ccccc3)CC2)c1	1	22
COc1cccc(-c2cc3nc(NCc4ccc(C)cc4C)n(C)c(=O)c3s2)c1	-6	-172
CN1CCC(N2CCN(C3CN(Cc4ccc(F)cc4)S(=O)(=O)C3)CC2)CC1 (stereo not drawn)	4	14
O=C(NC1CCCC1)N[C@@H]1CC[C@@H](CC(=O)N2CCOCC2)O[C@@H]1CO	1	11
c1ccc(COc2ccc(-c3cc4nc(NCCOc5ccccc5)ccn4n3)cc2)cc1	-24	i
CN(c1ccc(Cl)cc1)c1cc2c(c3c1ccn3C)C1CCC2C1 (stereo not drawn)	2	-2
CSC12CCCN(CCC(C(C)(C)C)C1)C2=O (stereo not drawn)	1	16
COc1ccc(-c2ccc3nccn3c2)cc1	-29	-99

Structure	SENP1 inh	SENP8 inh
COc1ccc(NC(=O)C(c2ccc(C(F)(F)F)cc2)n2c(=O)c(-c3cc4ccccc4[nH]3)nc3ccccc32)cc1 (stereo not drawn)	-18	-399
Cc1c(C(=O)NCc2ccc3c(c2)OCCO3)sc(=O)n1Cc1ccc2c(c1)OCO2	-5	1
CC(C)CNC(=O)C1C(=O)Nc2ccccc2C(=O)N1C1CCCCC1 (stereo not drawn)	0	5
O=C(/C=C/[C@H]1O[C@@H](n2ccc(=O)[nH]c2=O)[C@H](O)[C@@H]1O)NCc1cccs1	-3	18
Cc1cc(N2CCN(C(C(=O)NC3CCCC3)C(C)(C)C)CC2)c2ccccc2n1 (stereo not drawn)	0	0
COCCNC(=O)C1(C)CCN(C(=O)c2sc(-c3ccccc3)nc2C)C1 (stereo not drawn)	2	22
CC(=O)c1cccc(-c2ccnc3c2CC(C(=O)Nc2cccc(OC(F)(F)F)c2)O3)c1 (stereo not drawn)	-3	13
CC(=O)C[C@H]1SC[C@@H](C(C)C)N1S(=O)(=O)c1ccc(C)cc1	2	12
O=C(CCC(=O)OCCOc1ccccc1)OCCOc1ccccc1	1	14
CCOC(=O)C(Cc1ccc(O)cc1)NC(=O)c1cc2c(cn1)[nH]c1ccccc12 (stereo not drawn)	-54	-140
CCCS(=O)(=O)NC(=O)C1(C)CCN(C(=O)c2ccc3ccccc3n2)C1 (stereo not drawn)	2	11
CCCCn1nnnc1C(c1ccccc1)N1CCN(c2cc(C)ccc2C)CC1 (stereo not drawn)	3	10
OC[C@@H]1CN(Cc2cccnc2)C[C@H](n2cnc3c(N4CCN(c5ccccc5)CC4)ncnc32)O1	0	11
CC(=O)c1ccc(-c2cnc3c(NC=O)cc(-c4ccc(C(=O)NC5CC5)cc4)cn23)cc1	-13	i
COc1ccc(C(=O)C(OP(=O)(OC)OC)c2ccccc2OC)cc1 (stereo not drawn)	4	10

Part of the list above in order of heavy-atom count, rising.
Structure	SENP1 inh	SENP8 inh
O=C(CCC(=O)OCCOc1ccccc1)OCCOc1ccccc1	1	14
CCCCn1nnnc1C(c1ccccc1)N1CCN(c2cc(C)ccc2C)CC1 (stereo not drawn)	3	10
Cc1c(C(=O)NCc2ccc3c(c2)OCCO3)sc(=O)n1Cc1ccc2c(c1)OCO2	-5	1
OC[C@@H]1CN(Cc2cccnc2)C[C@H](n2cnc3c(N4CCN(c5ccccc5)CC4)ncnc32)O1	0	11
COc1ccc(NC(=O)C(c2ccc(C(F)(F)F)cc2)n2c(=O)c(-c3cc4ccccc4[nH]3)nc3ccccc32)cc1 (stereo not drawn)	-18	-399

Additional results.
Structure	SENP1 inh	SENP8 inh
NC(c1ccc(F)c(F)c1)c1nc(-c2cc(F)cc(F)c2)cs1 (stereo not drawn)	1	8
COc1ccccc1C(O)c1ncc(-c2ccccc2C)[nH]1 (stereo not drawn)	1	9
CC(=O)NC(C)(c1ccccc1)c1nc(-c2cncnc2)cs1 (stereo not drawn)	0	18
CCCCN(C)C(=O)c1sc(=O)n(Cc2c(C)noc2C)c1C	-4	8
CN1CCN(C(=O)c2cc3c(c(-c4cccc(Br)c4)n2)[C@H](CCO)N(S(=O)C(C)(C)C)C3)CC1 (stereo partly drawn)	3	-8
CC(C)(C)OC(=O)N1CCN(C(c2ccnc3ccccc23)c2nnnn2-c2ccc3c(c2)OCCO3)CC1 (stereo not drawn)	0	14
COC(=O)[C@@]12C[C@@H](CC(=O)N3CCSCC3)C(=O)N(Cc3cccc4ccccc34)C1=CCC(C)(C)C2	2	11
CCc1nc2c(OCc3ccccc3)cccn2c1N(Cc1ccccc1)C(C)=O	1	5
CCOC(=O)C1=CCN(S(=O)(=O)c2ccc(F)cc2)C1c1ccc(Br)cc1 (stereo not drawn)	-3	9
CC(=O)C1=CCC(c2ccc(C(C)C)cc2)N(S(=O)(=O)c2ccc(C)cc2)C1 (stereo not drawn)	1	14
CCCCC(=O)N(C)c1c(CC)nc2c(OCC(=O)C(C)(C)C)cccn12	1	-1
CC(O)(c1ccc(F)c(F)c1)c1nc(-c2cc(F)cc(F)c2)cs1 (stereo not drawn)	1	6
CCc1ccc(C(O)c2ncc(-c3ccc4ccccc4c3)[nH]2)cc1 (stereo not drawn)	-1	-181
COC(=O)C1=CN(c2c(C)cc(C)cc2C)C(N)=C(C#N)C1c1ccccc1 (stereo not drawn)	-6	-76
CCN(CC)c1ccc2cc(C(=O)c3cccs3)c(=O)oc2c1	-22	-331

Structure	SENP1 inh	SENP8 inh
COc1cc(CNc2ncnc3c2ncn3[C@H]2CN(Cc3cccc(C(F)(F)F)c3)C[C@@H](COC(C)=O)O2)cc(OC)c1OC	-1	2
CCCS(=O)(=O)NC(=O)C1(C)CCCN(C(=O)CCc2cccs2)C1 (stereo not drawn)	0	19
Cc1cccc(C)c1NC(=O)C1c2ccccc2OCC(=O)N1C1CC1 (stereo not drawn)	-1	4
COc1cc(OC)cc(-c2noc([C@@H]3O[C@H](CO)[C@@H](O)[C@H]3O)n2)c1	-2	13
CCc1nc2c(OCCC3CCCCC3)cccn2c1N(C=O)Cc1ccccc1	-7	4
CCNC(=O)C1(C)CCCN(C(=O)/C=C/c2ccccc2)C1 (stereo not drawn)	3	15
Cc1cccc(C)c1NC(=O)C1(C)CSCC(=O)N1CCOc1ccccc1 (stereo not drawn)	0	22
CN(C)c1cccc(NC(=O)C2Cc3c(-c4ccc(Cl)cc4)ccnc3O2)c1 (stereo not drawn)	-1	-111
O=C(c1cnc(Cc2c[nH]c3ccccc23)c(I)c1)N1CCCCC1	2	10
CCOC(=O)C1=CCN(S(=O)(=O)c2ccccc2Cl)C1c1ccc(Cl)c(Cl)c1 (stereo not drawn)	3	22
Cc1ccc(CN2CC(N3CCCC3)CS2(=O)=O)cc1 (stereo not drawn)	3	16
CCOC(=O)C1(C)CCCN(C(=O)c2ccc3snnc3c2)C1 (stereo not drawn)	2	6
CCCCN(C)c1c(C)nc2ccc(C(=O)NCCCn3ccnc3)cn12	-3	2
CCNC(=O)C1(C)CCCN(Cc2ccccc2-c2ccccc2)C1 (stereo not drawn)	5	25
COc1ccc(C(C)(NC(C)=O)c2nc(-c3cnc4ccccc4c3)cs2)cc1 (stereo not drawn)	0	-44

Some of the entries above, reformatted:
Order of values: SENP1 inh | SENP8 inh
CCCCN(C)c1c(C)nc2ccc(C(=O)NCCCn3ccnc3)cn12
 : -3 | 2
COc1cc(OC)cc(-c2noc([C@@H]3O[C@H](CO)[C@@H](O)[C@H]3O)n2)c1
 : -2 | 13
CCc1nc2c(OCCC3CCCCC3)cccn2c1N(C=O)Cc1ccccc1
 : -7 | 4
COc1ccc(C(=O)C(OP(=O)(OC)OC)c2ccccc2OC)cc1 (stereo not drawn)
 : 4 | 10

Carrying on.
Structure	SENP1 inh	SENP8 inh
O=C1OC2C(O)COC23OC(O)CCC13O (stereo not drawn)	-1	10
COc1ccc(OC(F)(F)F)cc1CC1(C)C(=O)Nc2ccc(S(=O)(=O)NC3CCCCC3)cc21 (stereo not drawn)	-2	13
CC=C1OC(n2cnc3c(N)ncnc32)C(O)C1O (stereo not drawn)	1	7
CC(C)CNc1ncnc2c1ncn2[C@H]1CN(Cc2cccc3ccccc23)C[C@@H](CO)O1	0	11
CN(Cc1ccccc1)Cc1cc(=O)oc2ccc3ccccc3c12	-4	-24
CCc1nc2ccc(C(=O)N(C)CCCN(C)C)cn2c1N(C=O)CCC(C)C	2	-2
CC(C)Nc1nc(Nc2ccccc2Cl)c2sccc2n1	1	i
CC1=C(C(=O)N(C(C)C)C(C)C)CC(CC(=O)NC(c2ccccc2)c2ccccc2)C(=O)N1CCCN1CCCC1=O (stereo not drawn)	1	6
COc1ccc(C(=O)N2CCCCC2c2cc(C(=O)Nc3ccccc3)no2)cc1 (stereo not drawn)	0	-1
CC(=O)NC(C)(c1ccccc1)c1nc(-c2cccc(C#N)c2)cs1 (stereo not drawn)	3	20
COc1cccc(C(NC(C)=O)c2nc(-c3ccc4c(c3)OCO4)cs2)c1 (stereo not drawn)	3	5
Cc1ccccc1S(=O)(=O)NC(=O)C1(C)CCN1C(=O)CC1CCCC1 (stereo not drawn)	0	11
CN(C)C(=O)CNc1ccn2nc(-c3cccc(OCCN4CCOCC4)c3)cc2n1	-2	-263
CC1=C(C(=O)N2CCCCCC2)CC(CC(=O)NC2CCCC2)C(=O)N1Cc1ccccc1 (stereo not drawn)	0	19
COCCNC(=O)C1(C)CCCN(Cc2ccc(OC)cc2)C1 (stereo not drawn)	3	10

Structure	SENP1 inh	SENP8 inh
Cc1ccsc1C(=O)N1CCC1(C)C(=O)NS(=O)(=O)c1ccc(C#N)cc1 (stereo not drawn)	2	16
COc1ccc(C(=O)NCCNc2nc3cc(C)cc(C)c3cc2C#N)nc1	-147	-398
O=S1(=O)CC(N2CC=CC2)CN1Cc1ccc(F)cc1 (stereo not drawn)	1	38
COc1ccc(-c2nc3c(C)cc(Br)cn3c2CC2CCCCC2)cc1OC	9	-6
O=C1Nc2ccccc2N=C(c2ccccc2)C1N(C(=O)c1ccnc2ccccc12)c1ccccc1 (stereo not drawn)	3	-69
COC(=O)[C@]12CCCCC=C1N(Cc1ccco1)C(=O)[C@H](CC(=O)NCc1ccccc1)C2	-1	5
CC1(C(=O)NS(=O)(=O)c2cccc(F)c2)CCN1C(=O)CC1CCCC1 (stereo not drawn)	-1	14
COC(=O)[C@@]12C[C@@H](CC(=O)N3CCN(C(=O)C4CC4)CC3)C(=O)N(Cc3ccccc3)C1=CCC(C)(C)C2	0	22
CC(O)(c1cccnc1)c1nc(-c2cccc(C(F)(F)F)c2)cs1 (stereo not drawn)	0	8
CCOC(=O)[C@]12CCCC=C1N(Cc1ccc(Cl)cc1Cl)C(=O)[C@H](CC(=O)NCc1cccc(C(F)(F)F)c1)C2	-1	6
OC[C@@H]1CN(Cc2cccnc2)C[C@H](n2cnc3c(NC4CCCC4)ncnc32)O1	0	22
Cc1ccc(-c2nc3ccc(C)cn3c2Cc2ccccc2C(F)(F)F)cc1	-4	-138
Cc1ccc(NC(=O)C2(C)CCN2C(=O)Cc2ccc(C(C)(C)C)cc2)cc1C (stereo not drawn)	4	10
O=C(NCc1ccc(F)cc1)c1cc(C2CCCCN2C(=O)CCCc2ccccc2)on1 (stereo not drawn)	0	10
O=C(Nc1c(-c2ccccc2)[nH][nH]c1=O)c1ccccc1	-2	25

Structure	SENP1 inh	SENP8 inh
CCCS(=O)(=O)NC(=O)C1(C)CCN(C(=O)c2ccccc2F)C1 (stereo not drawn)	0	15
O=C(NCc1ccc(Cl)c(Cl)c1)c1cc(C2CCCCN2C(=O)c2ccccc2)on1 (stereo not drawn)	-2	8
CCCNC(=O)c1cc2c(c(-c3cccc(-c4ccc(C#N)cc4)c3)n1)[C@@H](CCO)N(C(=O)CC)C2	2	17
CCCS(=O)(=O)NC(=O)C1(C)CCN(C(=O)c2nc(C)oc2C)C1 (stereo not drawn)	-3	26
Cc1cccc(C)c1NC(=O)C1(C)CSCC(=O)N1CCC(C)C (stereo not drawn)	0	11
CN1OC[C@@H]2CN(C(=O)C(C)(C)C)[C@H](c3ccc(-n4ccnc4)cc3)C[C@@H]21	-1	14

From PubChem

Some of the compounds tested, so the mix of outcomes need not match the whole.
